LYP phosphatase – inhibition of human PTPN22 tyrosine phosphatase – biochemical, DiFMUP fluorescence, recombinant catalytic domain, 10 µM, primary screen (AID 606); inhibition, % at 10 µM, or IC50 in µM where a hit was titrated; recombinant LYP catalytic domain, DiFMUP fluorescence; higher % means a stronger effect; 52,000 tested, under 10 active;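 active = IC50 under 40 µM in the dose-response test; inactive = IC50 of 40 µM or more, or never dose-tested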
HT1080 cytotoxicity – cytotoxicity in HT1080 fibrosarcoma cells, cell-based, fluorescence readout (AID 620); 87,000 compounds, 0.42% hits; cytotoxicity, % at 10 µM; hits with a dose series show EC50 in µM; HT1080 viability, fluorescence; higher % means a stronger effect; in the data active = cytotoxicity above about 50%;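 also: cells exposed to compound overnight then 4 h with Alamar Blue; 0% = vehicle DMSO and 100% = killing control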
Starred values were filed as active, the others as inactive.

SMILES	LYP phosphatase	HT1080 cytotoxicity
O=c1oc2c(O)c(O)cc3c(=O)oc4c(O)c(O)cc1c4c23	14%	-4%

Screening results (PubChem)

Only part of the results is shown; rates above refer to the full screens.
